RTF Ca sens act: cardiac RTF calcium sensitization | P19429+P45379 | IANBD-labeled TnC RTF fluorescence at EC20 calcium; 0% EC20 calcium, 100% full calcium | 340,000 tested, 0.24% active | activation, % at 7.2 µM;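 active = activation above the mean over all tested compounds plus 3 SD, cut at about 30% in these data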;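 note: rise in fluorescence read as greater calcium sensitivity of cardiac thin filaments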
RTF Ca sens inh: cardiac RTF calcium desensitization | 340,000 tested, 0.12% active | inhibition, % at 7.15 µM | IANBD-labeled cardiac RTF, Ca2+ fluorescence;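 active = inhibition above the mean inhibition of all tested compounds plus 3 SD, cut at about 17% in these data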;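 note: assay run at fixed EC70 calcium of 1.6 mM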
CAL PDZ FP-1: inhibitors of human CAL PDZ peptide binding. Q9HD26. purified CAL PDZ, TMR-peptide fluorescence polarization, 1 h. inhibition, % at 24.9 µM. 300,000 tested, 0.92% active. AID 602252;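 active = mean inhibition of at least 30% with at least half of replicates also reaching 30%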;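 note: 0% = DMSO neutral control and 100% = excess unlabeled competitor peptide PRC23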
LANA DNA inh: KSHV C-LANA DNA binding inhibition; inhibition, % at 9 µM; MBP-C-LANA/FAM-LBS DNA binding, fluorescence polarization; 340,000 tested, 0.078% active;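 active = highest replicate inhibition at or above 60% at 9 µM, even if other replicates fall short; inactive = all replicates below 60% inhibition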;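 note: 0% = neutral control wells and 100% = 4 µM acridine orange control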
Keap1 Nrf2 FP: inhibitors of human Keap1-Nrf2 protein-protein interaction. Keap1 Kelch-Nrf2 peptide fluorescence polarization, 1536-well. inhibition, % at 9.4 µM. 340,000 tested, 0.15% active. AID 504523; in the data active = inhibition above about 12%;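 note: human Keap1 Kelch domain with fluorescein labeled Nrf2 9mer peptide probe; 0% = neutral control wells and 100% = peptide positive control; higher means more block of Keap1 binding to Nrf2 peptide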
Rtt109 Vps75: C. albicans Rtt109 histone acetyltransferase inhibition | purified Rtt109/Vps75, ThioGlo CoA-SH fluorescence, 4 h | inhibition, % at 34.9 µM | 330,000 tested, 0.16% active;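 active = inhibition of at least 50% in every replicate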
Target sequence (Q5AAJ8 whole entry, looked up): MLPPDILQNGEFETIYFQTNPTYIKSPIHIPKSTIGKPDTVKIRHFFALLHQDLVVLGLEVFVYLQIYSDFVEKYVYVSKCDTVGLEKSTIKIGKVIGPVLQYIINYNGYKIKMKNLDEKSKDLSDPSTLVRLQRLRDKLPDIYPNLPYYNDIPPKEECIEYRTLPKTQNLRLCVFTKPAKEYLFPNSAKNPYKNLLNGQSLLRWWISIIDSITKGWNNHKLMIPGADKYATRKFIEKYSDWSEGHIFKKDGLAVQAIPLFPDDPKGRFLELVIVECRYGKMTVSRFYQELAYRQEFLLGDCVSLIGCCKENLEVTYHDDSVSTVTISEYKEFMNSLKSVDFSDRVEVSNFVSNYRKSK
SR-BI uptake up: activators of SR-BI mediated HDL lipid uptake. CHO ldlA[mSR-BI] cells, DiI-HDL uptake fluorescence, 3 h; 100 = double the neutral-control signal. activation, % at 12.5 µM. 320,000 tested, 0.096% active;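 active = mean replicate activation of at least 60% and every replicate at or above 60%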;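 note: 0% = median plate neutral-control signal and 100% = twice that signal; values of inactives mirror those of a sister screen read the other way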
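material = CHO ldlA[mSR-BI] cells | medium = Ham's F12 with 0.5% BSA, HEPES 25 mM, pH 7.4 | reagent = fluorescent DiI-HDL, 10 µg/mL final | compound dosing = single-point compound dose | incubation = 3 h, 37 °C | measured by = bottom-read fluorescence, 550/595 nm | measure = HDL uptake via cellular fluorescence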
CAL PDZ FP-2: blocks peptide binding to human CAL PDZ domain | purified CAL PDZ, TMR-peptide fluorescence polarization, 1 h | inhibition, % at 20 µM | 330,000 tested, 0.02% active | AID 504414;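 active = highest replicate inhibition of at least 40%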;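 note: plate controls were DMSO neutral control wells for no effect and unlabeled competitor peptide control wells for full effect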
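material = purified tagged CAL PDZ domain construct (CerCALP) | compound dosing = 20 µM, one dose | times = 1 h at RT | measured by = fluorescence polarization from S- and P-plane intensities, G-factor corrected | read-out = inhibition from polarization loss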
PKA-R2B activ: activates the human PKA-R2B holoenzyme complex. P22694+P31323. PKA-R2B holoenzyme dissociation, Cy5-IP20 fluorescence polarization; R2B truncated from residue 108, S112A mutant; 0% DMSO only, 100% 113 µM cGMP. activation, % at 11.4 µM. 340,000 tested, 0.079% active. AID 504700;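 active = activation above a cutoff set at the mean over all compounds plus 3 SD, cut at about 18% in these data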;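 note: higher means more holoenzyme dissociation and a rise in polarization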
Target sequence (P31323 whole entry, looked up, other chains not shown, the tested form may be a part): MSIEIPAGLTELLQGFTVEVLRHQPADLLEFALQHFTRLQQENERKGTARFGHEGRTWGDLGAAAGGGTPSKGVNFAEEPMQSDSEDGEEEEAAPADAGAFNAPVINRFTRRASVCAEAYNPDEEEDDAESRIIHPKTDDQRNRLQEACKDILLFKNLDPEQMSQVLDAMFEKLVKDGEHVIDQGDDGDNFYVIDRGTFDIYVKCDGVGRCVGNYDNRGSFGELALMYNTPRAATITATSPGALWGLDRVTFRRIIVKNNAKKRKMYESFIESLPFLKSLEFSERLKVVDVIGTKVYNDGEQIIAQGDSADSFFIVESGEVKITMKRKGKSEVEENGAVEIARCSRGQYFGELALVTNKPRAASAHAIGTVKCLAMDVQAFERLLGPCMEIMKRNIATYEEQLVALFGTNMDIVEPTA
DAGLB inhibitor: diacylglycerol lipase beta (human) inhibition; AID 504411; 340,000 tested, 0.059% active; HEK293T DAGLB membrane lysate, EnzChek fluorogenic substrate; inhibition, % at 5.17 µM; in the data active = inhibition above about 34%;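 note: 0% = enzyme with vehicle and 100% = wells lacking enzyme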
Active calls of the source: *; / = no result given.

Start of the data: the first 4 entries (preview)
SMILES | RTF Ca sens act | RTF Ca sens inh | CAL PDZ FP-1 | LANA DNA inh | Keap1 Nrf2 FP | Rtt109 Vps75 | SR-BI uptake up | CAL PDZ FP-2 | PKA-R2B activ | DAGLB inhibitor
C=C(C)c1cccc(C(C)(C)NC(=O)N2CCOCC2)c1 | 0 | 2 | 1 | 1.3 | -4 | -4 | 8 | 1.2 | 6 | -1
CCCSC1=N/C(=C\C=C\c2ccco2)C(=O)S1 | -6 | -16 | -1 | 21 | 0 | -12 | 22 | 0.0 | -10 | 8
N/C(=N\OC(=O)c1cc(Br)ccc1Cl)c1cccnc1 | -12 | 1 | 5 | 0.1 | -4 | -4 | 0 | -1.1 | -3 | -1
COc1ccc(NC(=S)N2CCN(S(=O)(=O)c3ccc(F)cc3)CC2)cc1 | 0 | 3 | 0 | -0.7 | -4 | -19 | 15 | 0.5 | 9 | 1

This part in full, from the first entry:
SMILES | RTF Ca sens act | RTF Ca sens inh | CAL PDZ FP-1 | LANA DNA inh | Keap1 Nrf2 FP | Rtt109 Vps75 | SR-BI uptake up | CAL PDZ FP-2 | PKA-R2B activ | DAGLB inhibitor
C=C(C)c1cccc(C(C)(C)NC(=O)N2CCOCC2)c1 | 0 | 2 | 1 | 1.3 | -4 | -4 | 8 | 1.2 | 6 | -1
CCCSC1=N/C(=C\C=C\c2ccco2)C(=O)S1 | -6 | -16 | -1 | 21 | 0 | -12 | 22 | 0.0 | -10 | 8
N/C(=N\OC(=O)c1cc(Br)ccc1Cl)c1cccnc1 | -12 | 1 | 5 | 0.1 | -4 | -4 | 0 | -1.1 | -3 | -1
COc1ccc(NC(=S)N2CCN(S(=O)(=O)c3ccc(F)cc3)CC2)cc1 | 0 | 3 | 0 | -0.7 | -4 | -19 | 15 | 0.5 | 9 | 1
Nc1ccc(SCCN2C(=O)c3ccccc3C2=O)cc1 | 2 | -6 | -1 | -0.5 | -2 | 7 | -15 | -0.4 | -2 | -3
Cc1ccc(-c2nc3ncccc3o2)cc1N | -2 | 2 | -5 | -2.2 | -7 | -3 | 21 | 0.0 | 3 | 2
CCC(C)[C@H](NC(=O)NC1CC1)C(=O)O (stereo not given in full) | -1 | -1 | -4 | -0.7 | 1 | -9 | 31 | -2.6 | -6 | -3
O=C(NCc1ccccn1)Nc1ccc(Cl)cc1 | -4 | 0 | / | 1.3 | -3 | -1 | 8 | -0.6 | 2 | 0
Cc1ccc(CN2CCN(CC(=O)O)C2=O)cc1 | 0 | 4 | 12 | -0.1 | 0 | -5 | 23 | -0.2 | 5 | -2
C=C(C)CNC(=S)NNC(=O)CCn1c2ccccc2c2ccccc21 | -13 | 0 | -3 | 0.8 | 2 | 39 | 16 | -3.0 | -7 | -2
Cc1ccc(S(=O)(=O)NN2C(=O)/C(=C/c3cccnc3)SC2=S)cc1 | 1 | -11 | -5 | -1.5 | -5 | -4 | 15 | 0.6 | -6 | 4
Cc1cc(C)n(-c2nnc(Cl)c3ccccc23)n1 | 1 | 0 | -5 | 1.5 | 2 | 13 | -11 | -0.4 | -4 | -1
O=C(NCc1cccs1)C1CCN(S(=O)(=O)c2cccc([N+](=O)[O-])c2)CC1 | -1 | 7 | / | -1.7 | 2 | -5 | / | 0.1 | 2 | 0
COCCNC(=O)CN1c2ccccc2CC1C (stereo not given) | -4 | -1 | 1 | -0.2 | -2 | -1 | 9 | -1.8 | -7 | 1
O=C(COC(=O)c1cccc2ccccc12)Nc1cccnc1Cl | -1 | -3 | 4 | -0.2 | -4 | -7 | -16 | -1.7 | -8 | -7
Cc1ccc(NS(=O)(=O)c2cc(OCC(N)=O)c(C)cc2Cl)cc1 | 7 | -7 | -4 | -0.1 | 6 | 40 | -10 | -1.3 | 5 | 0
C/C(=N\NC(=O)CCC(=O)NCc1ccccc1)c1ccc([N+](=O)[O-])cc1 | 0 | -1 | 12 | 0.9 | 3 | 9 | 14 | -0.1 | -2 | -1
CC(OC(=O)Cc1c[nH]c2ccccc12)C(=O)Nc1ccccc1F (stereo not given) | -5 | 0 | 5 | -0.4 | 2 | -4 | 15 | -1.7 | 1 | 1
Cc1nnc(N)s1 | 3 | -5 | -1 | 0.6 | 3 | 4 | 6 | -0.5 | -4 | 1
CC1CCN(C(=O)CCC(=O)Nc2nnc(C(F)(F)F)s2)CC1 | 1 | -2 | -2 | -0.5 | -3 | 1 | 25 | -1.3 | -3 | 0
Cc1cc(C)c(C#N)c(SCS(=O)c2ccc(C(C)(C)C)cc2)n1 (stereo not given) | 1 | -15 | -3 | 0.2 | 5 | -1 | -6 | -1.2 | 7 | -5
Cc1ccc(C(=O)Nc2cccc([N+](=O)[O-])c2)cc1S(=O)(=O)Nc1ccc(NC(=O)c2ccccc2)cc1 | 9 | -1 | -8 | -0.8 | -4 | 2 | -24 | -1.4 | -5 | -5
CC(CCc1ccccc1)NC(=O)c1cc2sccc2n1C (stereo not given) | -3 | 5 | -1 | -3.8 | -5 | -10 | -11 | / | 0 | -8
O=C1CN(C(=S)Nc2ccccc2Cl)CCN1 | -3 | -2 | 0 | 0.6 | -8 | 2 | 19 | -0.7 | -13 | -1
CC(=O)Nc1ccc(SCC(=O)c2cc(C)n(-c3ccccc3)c2C)cc1 | 3 | -15 | 3 | 0.9 | -2 | -16 | 17 | 0.0 | -9 | -1
Further structures follow:
SMILES | RTF Ca sens act | RTF Ca sens inh | CAL PDZ FP-1 | LANA DNA inh | Keap1 Nrf2 FP | Rtt109 Vps75 | SR-BI uptake up | CAL PDZ FP-2 | PKA-R2B activ | DAGLB inhibitor
CCOC(=O)Cc1csc(NC(=O)CCNS(=O)(=O)c2ccc3c(c2)CCC(=O)N3)n1 | 10 | -7 | 0 | -0.5 | -3 | 9 | 1 | -2.3 | 6 | -1
Cc1ccccc1CC(=O)Nc1ccc(C(=O)N2CCCC2)cc1 | -5 | -9 | / | 1.1 | -1 | -4 | -2 | -2.2 | 4 | 3
CCOc1cc(NC(=O)c2ccco2)c(OCC)cc1NC(=O)CCc1ccccc1OC | 2 | -7 | 1 | -1.1 | 0 | 0 | -55 | -0.4 | 0 | -4
COC(=O)C1=C(C)NC(C)=C(C(=O)OC)C1C(=O)OCC(=O)N1CCCCC1C (stereo not given) | -7 | -13 | -3 | -0.5 | 1 | 6 | 26 | -4.1 | -24 | 1
COc1cc(NC(=O)CN(C)Cc2cccc(F)c2)c(C)cc1[N+](=O)[O-] | 0 | 3 | 0 | -0.2 | -1 | -16 | -59 | -1.7 | 1 | -4
CCCN(CCC)c1nc2ccccc2nc1C(C#N)C(=O)OCCOC (stereo not given) | -7 | -3 | / | 0.4 | -9 | -7 | -25 | 0.2 | -6 | -4
Cc1cccc(C(=O)OCC(=O)NC2CCCCCCC2)c1 | -5 | 0 | 5 | 2.0 | -3 | 17 | 27 | -0.7 | -5 | -4
Cc1ccc(S(=O)(=O)Nc2nc(C)cc(NCCN)n2)cc1 | -2 | -3 | -2 | 2.3 | -5 | / | -7 | -2.1 | -8 | 0
Cc1ccc(N(CCC#N)C(=O)CCl)cc1C | 1 | -10 | 2 | 0.1 | -2 | / | 2 | -3.0 | -2 | -1
CNc1snc(C)c1C(=O)OC(C)C(=O)NCc1ccccc1 (stereo not given) | 2 | 8 | -3 | -0.2 | -5 | 5 | -1 | 0.3 | 1 | 1
Cc1ccc(-n2ncc3c(NCCCOC(C)C)ncnc32)c(C)c1 | 8 | -12 | -6 | -0.8 | 0 | 5 | 6 | -1.2 | 6 | -3
COC(=O)[C@H](CC(C)C)NC(=O)NCc1ccc(Cl)cc1 | 4 | -8 | -1 | -0.7 | -2 | -3 | -17 | -0.1 | 1 | 3
O=C1CCC(C(=O)N(CCO)Cc2ccccc2)CN1CC1CCCCC1 (stereo not given) | 0 | -2 | -4 | -1.2 | -1 | -3 | 24 | -1.4 | -22 | 0
C=CCn1c(SCC(=O)N(C)c2c(N)n(Cc3ccccc3)c(=O)[nH]c2=O)nnc1-c1ccccc1OC | -3 | -4 | -2 | 2.1 | -1 | -1 | 10 | -2.6 | -12 | -1
CCC(=O)c1c[nH]c(C(=O)NCCCN2CCOCC2)c1 | 3 | 0 | / | -0.7 | -3 | -4 | -1 | 0.1 | -4 | 2
COc1ccccc1CC(=O)N1CCN(c2ccccc2)CC1 | 3 | -7 | -2 | 1.0 | -4 | 3 | 20 | -0.1 | -2 | -1
O=S(=O)(Cc1ccc(Cl)cc1)Oc1ccc(Cl)cc1 | -1 | -7 | -4 | 0.4 | 2 | -10 | 42 | 0.3 | -5 | -17
COc1ccc(C2(NC(C)=O)CCN(C(=O)c3cccs3)CC2)cc1 | -1 | -14 | 0 | -0.1 | -4 | 13 | 9 | -0.1 | -8 | -2
CCOc1cccc(NC(=O)C2CC(=O)N(c3ccc(F)cc3)C2)c1 (stereo not given) | -9 | 6 | -1 | 0.6 | 1 | / | 13 | -2.2 | -11 | -1
COc1ccc(NC(=O)c2noc3c2CCCCC3)cc1 | 1 | 1 | -7 | -0.4 | 0 | 0 | 6 | -1.9 | -17 | -5
Cc1cc(C)c2cc3c(N)c(C(=O)N4CCc5ccccc5C4)sc3nc2c1 | 12 | 5 | -6 | 1.2 | -13 | -7 | -6 | -0.4 | 1 | 5
COc1ccc(Cc2nc3ccc(C(=O)NCC4CCOCC4)cc3o2)cc1OC | 1 | 3 | -4 | -0.6 | -6 | 2 | -6 | -1.2 | -3 | 3
Cc1cc(C)cc(NC(=O)COc2coc(CN3CCc4ccccc4C3)cc2=O)c1 | 2 | -6 | -1 | -1.1 | -1 | 1 | -32 | -1.1 | 2 | -2
NCCCNC(=O)c1ccc(/C=N/O)nc1 | 0 | -3 | 0 | 1.3 | 0 | 6 | 18 | -0.7 | -11 | -1
CCCCc1c(C)nc2c(OC)cccc2c1SCC(=O)O | 2 | -3 | -5 | 0.6 | 1 | -7 | / | -1.6 | 4 | -3
O=C(NCC1CCCO1)c1csc(Nc2cccc3ccccc23)n1 (stereo not given) | 2 | -6 | / | -1.4 | -3 | 2 | -18 | 0.1 | -4 | -1
CCOC(=O)CCNC(=O)CCc1nnc(CCCc2ccccc2)o1 | -5 | 1 | -6 | 1.1 | -3 | -2 | 12 | / | -2 | 1
Cc1ccc(C)c(C(=O)CSc2n[nH]c(C)n2)c1 | 2 | -3 | 4 | 1.1 | -7 | 10 | 15 | -0.2 | 1 | 2
CCCCc1cc(=O)oc2c(CN3CCCC3)c(O)ccc12 | 5 | -5 | / | 0.6 | 0 | -305 | -62 | -1.1 | 6 | -1
CC(C)CCNc1nc2c(cc1C#N)COC(C)(C)C2 | 3 | 6 | -2 | 0.3 | -2 | -1 | -9 | -2.2 | -11 | -4

Some entries already given with just CAL PDZ FP-2:
SMILES,CAL PDZ FP-2
Cc1cc(C)c2cc3c(N)c(C(=O)N4CCc5ccccc5C4)sc3nc2c1,-0.4
C=C(C)CNC(=S)NNC(=O)CCn1c2ccccc2c2ccccc21,-3.0
CC(OC(=O)Cc1c[nH]c2ccccc12)C(=O)Nc1ccccc1F (stereo not given),-1.7
